# IP6K1 inh = blocks human inositol hexakisphosphate kinase 1; IP6K1 kinase, ADP-Glo luminescence, 2 h; hits give low values; AID 1645851; activity change, % (series mostly up to about 58 µM); hit rate 0.81% among 140,000; in the data active = activity change below about -25%
# Target sequence (Q92551 whole entry, looked up): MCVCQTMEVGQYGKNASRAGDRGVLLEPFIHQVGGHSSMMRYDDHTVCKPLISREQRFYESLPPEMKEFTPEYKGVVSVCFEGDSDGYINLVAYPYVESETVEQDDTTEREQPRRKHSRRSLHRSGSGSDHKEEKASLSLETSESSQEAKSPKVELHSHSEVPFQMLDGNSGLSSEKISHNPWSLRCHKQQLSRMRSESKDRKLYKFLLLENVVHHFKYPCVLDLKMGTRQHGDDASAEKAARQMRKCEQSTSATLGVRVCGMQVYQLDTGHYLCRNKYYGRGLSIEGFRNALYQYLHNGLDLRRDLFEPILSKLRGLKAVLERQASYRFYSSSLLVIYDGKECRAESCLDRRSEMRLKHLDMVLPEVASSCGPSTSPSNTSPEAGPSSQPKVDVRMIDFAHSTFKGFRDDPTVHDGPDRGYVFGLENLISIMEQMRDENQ
#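 ADP-Glo luminescence measures ADP made by human IP6K1 during a 2 h RT reaction with ATP/IP6 (mix at 1.3 mM/130 uM); top library doses 57.5 and 19.1 uM final.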
# SNCA expr inh = reduces expression of the alpha-synuclein gene; AID 1671194; Potency, µM (series often up to 57.2 µM), inactives show top-dose activity change, negative = inhibition, actives largely listed as inhibitors; hit rate 0.17% among 140,000; HEK-293 SNCA-luciferase knock-in, luminescence, 24 h;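 note: potency is the fitted concentration of half-maximal effect; plate controls were DMSO cells for no effect and cell-free wells for full effect; nearly all actives have a fitted effect of over 45% in size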
# Luciferase inh = inhibitors of firefly (Photinus pyralis) luciferase | P08659 | purified P. pyralis luciferase, luminescence, biochemical | Potency, µM (top dose mostly 115 µM), for the others: at the highest dose activity change, negative = inhibition, actives largely listed as inhibitors | hit rate 2.5% among 76,000; note: potency is the fitted concentration of half-maximal effect; nearly all actives have a fitted effect of over 65% in size
# Target sequence (P08659 whole entry, looked up): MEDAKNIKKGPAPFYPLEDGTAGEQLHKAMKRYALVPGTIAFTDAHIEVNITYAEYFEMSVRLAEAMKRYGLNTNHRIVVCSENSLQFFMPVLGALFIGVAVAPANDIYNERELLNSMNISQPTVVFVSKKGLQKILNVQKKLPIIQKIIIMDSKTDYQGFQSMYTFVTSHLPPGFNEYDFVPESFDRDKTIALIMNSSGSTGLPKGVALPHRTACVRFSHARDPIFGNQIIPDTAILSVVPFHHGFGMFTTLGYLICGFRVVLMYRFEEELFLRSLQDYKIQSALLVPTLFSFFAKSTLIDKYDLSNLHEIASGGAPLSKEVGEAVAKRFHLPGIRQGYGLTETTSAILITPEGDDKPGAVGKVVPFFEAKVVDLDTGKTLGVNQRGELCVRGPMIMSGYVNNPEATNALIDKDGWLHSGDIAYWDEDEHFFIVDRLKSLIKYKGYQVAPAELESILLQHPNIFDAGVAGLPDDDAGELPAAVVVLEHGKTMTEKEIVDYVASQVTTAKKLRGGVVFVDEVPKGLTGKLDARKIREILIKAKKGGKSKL
#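 Purified P. pyralis luciferase (10nM final) in 50mM Tris acetate pH 7.5, 10mM Mg acetate, 0.01% Tween-20, 0.05% BSA with 10uM D-luciferin and 10uM ATP. Compounds titrated qHTS. Luminescence imaged on CCD.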
# GPT2 inhibitor = inhibitors of human GPT2 alanine aminotransferase; hit rate 0.25% among 100,000; Potency, µM (series often up to 57.7 µM), without a hit: at the highest dose activity change, negative = inhibition, hits mostly inhibitors; AID 1671188; Recombinant GPT2, coupled pyruvate oxidase/HRP Amplex Red fluorescence; Q8TD30; note: potency is the fitted concentration of half-maximal effect; nearly all actives have a fitted effect of over 60% in size; many of its hits are not listed in these tables
#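 Fluorescence of coupled pyruvate oxidase/HRP/Amplex Red system (50uM Amplex, 30 min, dark) reports pyruvate formed by GPT2. Enzyme reaction: 10ng/uL GPT2, 2mM L-alanine, 250uM a-KG, 30 min room temperature, pH 7.5; 50uM AOA control.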
# HEK293 tox = kills HEK 293 cells | Potency, µM (highest dose often 115 µM), for the others: at the top dose activity change, negative = cytotoxicity, actives largely listed as inhibitors | hit rate 6.6% among 94,000 | HEK 293 viability, ATP luminescence (CellTiter-Glo), 48-72 h | AID 1345083; note: potency is the fitted concentration of half-maximal effect; nearly all actives have a fitted effect of over 60% in size
#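 Viability of HEK 293 cells, plated at 250 cells/well, was judged by cellular ATP after compound treatment for 48 or 72 hr. Luminescence was imaged 10 min after CellTiter-Glo addition at room temperature.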
# NIH3T3 tox = NIH 3T3 cell cytotoxicity; NIH 3T3 viability, CellTiter-Glo ATP luminescence, 48-72 h; hit rate 4.3% among 94,000; Potency, µM (series often up to 96.7 µM), without a hit: at the highest dose activity change, negative = cytotoxicity, usual class: inhibitors; note: potency is the fitted concentration of half-maximal effect; nearly all actives have a fitted effect of over 55% in size
#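 Mouse fibroblast NIH 3T3 cells, 400 per well, received compound via pintool and were incubated for 48 or 72 hr prior to CellTiter-Glo ATP luminescence measurement.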
# HEK293 viab = cell viability loss counter-screen | HEK-293-SNCA-luc viability, GF-AFC fluorescence, 24 h | Potency, µM (series often up to 57.1 µM), without a hit: top-dose activity change, negative = cytotoxicity, hits mostly cytotoxic | hit rate 0.12% among 150,000 | AID 1671193;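 note: potency is the fitted concentration of half-maximal effect; 0% = DMSO-treated cells and -100% = medium-only wells without cells; nearly all actives have a fitted effect of over 30% in size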
#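 HEK-293-SNCA-luc cells (1500/well) plated 24 h, then exposed 24 h to a dilution series; GF-AFC added 30 min at 37C, fluorescence 405/540 nm; normalised to medium-only and DMSO wells, Hill fit.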
# * marks the source's active call; other numbers are inactive results; i = inactive; ? = inconclusive; . = no result given; & = joins results of further samples; ! = a repeat was not active; [ ] = dose if it differs, or a comment. Unless noted, calls come from the whole dose curve; as a rule, active = well fitted curve in the direction sought with a large enough effect; inconclusive = small, poorly fitted or top-dose-only effect, or another doubt; inactive = no such curve, though single readings can be large; an effect the other way counts as inactive or inconclusive. Unless noted, % is set by controls: 0 for no effect and ±100 for the full control effect. A portion of the library, so the mix of outcomes need not match the whole.
mol	HEK293 tox	SNCA expr inh	NIH3T3 tox	HEK293 viab	IP6K1 inh	Luciferase inh	GPT2 inhibitor
Cc1c(C)n(Cc2ccc(F)cc2)c2ccc(C(=O)NCc3ccco3)cc12	.	-3%	.	-1%	1	.	.
Cc1cc(C)c(CNC(=O)c2cc(-c3cnn(C)c3)cc3c2OCCN3C(C)C)c(=O)[nH]1	?	17%[87.6 µM]	?	-13%[87.6 µM]	-21	0%[172 µM]	i
Cc1nc2ccc(S(=O)(=O)N(CC(=O)Nc3cccc(F)c3)Cc3ccccc3)cc2s1	.	?	.	-7%	0	.	.
CCOC(=O)c1[nH]c2ccccc2c1NC(=O)c1ccc(OC(C)C)cc1	.	34%[activator]	.	-10%	-6	.	.
COc1ccccc1-c1cn2c(n1)CO[C@@H](CNC(=O)COc1ccccc1)C2	-9%[172 µM]	-2%[87.6 µM]	1%[138 µM]	1%[87.6 µM]	16	-4%[172 µM]	i
CN1CC(=O)N(C2CCCNCC2)Cc2c1ncnc2N1CCC(N2CCCCC2)CC1 (stereo not given)	-7%	9%	2%	1%	-14	.	1%
CS(=O)(=O)N1CCC2(CC1)CC(CC(=O)N1CCC(Cc3ccccc3)CC1)CCO2 (stereo not given)	?	-3%	-9%	-14%	-4	.	i
Cc1cccc(O[C@H]2COCCN(c3nc4ccccc4s3)C2)n1	100µM*	129%[activator][87.6 µM]	?	-5%[87.6 µM]	7	50µM*	-4%[88.5 µM]
Cc1noc(-c2ccc(OC3CN(C(=O)NCC(C)C)C3)cc2)n1	?	-2%	?	-2%	-4	0%	i
CCc1nn(-c2ccccc2)c(Oc2ccccc2F)c1CCC(=O)NCCOC	?	-5%	?	?	2	-3%	4%
CCn1ccc2cc(S(=O)(=O)N3CCC(C(=O)NCCc4ccccc4)CC3)ccc21	.	-14%	.	21%	1	.	.
Cc1ccnc(NS(=O)(=O)c2ccc(NC(=O)Nc3ccc(S(=O)(=O)Nc4nccc(C)n4)cc3)cc2)n1	.	0.86µM*	.	?	-18	.	?
CNC(=O)[C@@H]1CN(C(=O)c2c(C)noc2C)C[C@H]1COC	i	-21%	i	?	5	0%	-3%
O=[N+]([O-])c1cc(-c2nc(-c3ccccc3)no2)ccc1NC1CCCCC1	.	4%	.	-14%	-7	.	.
COc1cccc(C2CC(=O)Nc3c2c(=O)[nH]c2ncnn32)c1OC (stereo not given)	.	-25%	.	5%	-4	.	.
COc1ccc(NC(=O)c2ccc3nc(-c4ccccn4)oc3c2)cc1	25µM*	47%[activator]	-39%	-11%	0	.	-3%
N#Cc1cccc(NC(=O)Cn2nc(Cc3ccncc3)c3ccccc3c2=O)c1	.	8%	.	2%	11	.	.
COc1ccc(Nc2cnc3ccc(-c4ccc(OC)c(OC)c4)nn23)cc1	?	0%[87.6 µM]	14µM*	-24%[87.6 µM]	-15	18µM*	i
CC(C)NC(=O)C1CCc2nnc(-c3ccc(Cl)nc3)n21 (stereo not given)	i	11%	i	1%	-6	.	1%
CCN(CC)CCNC(=O)c1sc2ncccc2c1-n1cccc1	.	16%	.	-7%	9	.	.
NC1CCC(n2cc(C(=O)N3CCNCC(O)C3)nn2)CC1 (stereo not given)	i	-12%	0%	7%	5	11%	-18%
CC(C)CNC(=O)C1CCN(Cc2ccccc2-c2cccnc2)CC1	?	-6%[87.6 µM]	-36%[138 µM]	10%[87.6 µM]	15	.	i
COC(=O)c1c(NC(=O)/C=C/c2ccc(OC)c(OC)c2)sc2c1CCC2	.	1%	.	0%	6	.	.
c1ccc(CN(Cc2ccccn2)[C@H]2C[C@H]3CCOC[C@@]3(c3ccccc3)C2)cc1	50µM*	.	?	.	-5	.	.
O=c1[nH]sc2cc(Cl)ccc12	.	-29%[25.6 µM]	.	-18%[23.9 µM]	-22	.	14µM*
COCCNC(=O)c1ccc(OC2CCN(CC3CCOC3)CC2)c(Cl)c1 (stereo not given)	-1%	13%	-24%	-13%	-4	4%	-16%
CS(=O)(=O)CCNC(=O)C1CCCN(C2CCN(Cc3cccnc3)CC2)C1 (stereo not given)	2%	3%	1%	-12%	9	10%	0%
CCOc1ccc(NS(=O)(=O)c2ccc(C(=O)N(C)C)s2)cc1	.	-6%	.	0%	-5	.	.
COc1ccccc1-n1c(=O)c(C(=O)Nc2ccc(F)cc2)nc2cccnc21	3%	-8%	i	7%	-2	.	3%
Cc1noc(C)c1CC(=O)N1CCCC(Cc2nc(C3CCOCC3)no2)C1 (stereo not given)	-15%	-10%	-21%	-3%	13	-7%	3%
COc1ccc(-c2noc([C@@H]3CCCN3C(=O)c3ccncc3)n2)cc1OC	11%	15%	-5%	23%	4	-8%	i
Cc1ccc(Nc2ccnc(N3CCC(NC(=O)c4ccc(Cl)nc4)CC3)n2)cc1	40µM*	6%	40µM*	-9%	-11	.	4%
CCOC(=O)c1[nH]c(C)c(CCC(=O)N2CCN(c3cccc(C)c3C)CC2)c1C	.	20%	.	4%	9	.	.
COCC(=O)N1CCC(N2C(=O)c3c(c(C)nn3-c3ccccc3)C2C)CC1 (stereo not given)	-20%	.	28µM*!	.	7&-1	.	.
Cc1nn2c(c1-c1ccccc1Oc1ccccc1)N(Cc1ccc(C(=O)O)cc1)CCC2	45µM*	?	25µM*	?	5	-7%[172 µM]	4%[88.5 µM]
CC(C)(C)c1cc(C[C@H]2CNCC[C@H]2CC(=O)N2CCCCC2)no1	?	24%[87.6 µM]	-23%[174 µM]	3%[87.6 µM]	3	-9%[172 µM]	1%[88.5 µM]
Cc1ccc(OCc2nc(C3CCCCN3C(=O)NC3CCCCC3)no2)cc1 (stereo not given)	?	-17%	?	-8%	-10	.	i
O=C(COc1ccccc1)N1C[C@@H](CO)[C@H](c2ccccn2)C1	0%	14%	i	-4%	4	-6%	-12%
CC(=O)N1CCN(c2nc3c(s2)CC(C(=O)Nc2cc(F)cc(F)c2)CC3)CC1 (stereo not given)	10µM*	-25%	?	?	17	15%	i
O=S(=O)(c1ccc(F)c(F)c1)N1CCC(C2CCNC2)CC1 (stereo not given)	?	4%	-13%	-10%	11	-10%	4%

# A second format for part of the listing above.
# Order of results: HEK293 tox	SNCA expr inh	NIH3T3 tox	HEK293 viab	IP6K1 inh	Luciferase inh	GPT2 inhibitor
COC(=O)c1c(NC(=O)/C=C/c2ccc(OC)c(OC)c2)sc2c1CCC2
  .	1%	.	0%	6	.	.
CN1CC(=O)N(C2CCCNCC2)Cc2c1ncnc2N1CCC(N2CCCCC2)CC1 (stereo not given)
  -7%	9%	2%	1%	-14	.	1%
CCc1nn(-c2ccccc2)c(Oc2ccccc2F)c1CCC(=O)NCCOC
  ?	-5%	?	?	2	-3%	4%

# (continued)
mol	HEK293 tox	SNCA expr inh	NIH3T3 tox	HEK293 viab	IP6K1 inh	Luciferase inh	GPT2 inhibitor
Cc1ncc(CCCN(C)C)cc1Nc1ncc2c(n1)-c1ccc(C(F)(F)F)cc1NC(=S)C2	.	.	.	-31%	-11	.	i
CCOC(=O)c1c(C)oc2nc(C)nc(Nc3cc(C)ccc3OC)c12	.	31%[activator]	.	-9%	-3	.	.
CC1(C)C[C@H]2C[C@@H](O)[C@H](N3CCN(c4ccc(C(F)(F)F)cn4)CC3)[C@]2(O)CO1	?	?	-22%[46.1 µM]	5%[23.9 µM]	3	.	i
CC(C)(O)CNc1nc(Nc2ccnc(C(F)(F)F)c2)nc(-c2cccc(C(F)(F)F)n2)n1	.	-1%	.	-15%	-12	.	-21%
Cc1ccccc1Nc1sc(C(=O)c2ccc(F)cc2)c(N)c1C(=O)NCCc1ccccc1	.	112%[activator]	.	-16%	-14	.	.
COc1ccc(Cl)cc1C(=O)N1CCCN(c2cc(-c3ccc(Br)cc3)[nH]n2)CC1	35µM*	?	32µM*	-16%	5	-8%	?
CN1C(=O)CCC2(CNC(=O)c3cccnc3)CCC=C12 (stereo not given)	-3%	-18%	-3%	1%	-15	5%	1%
CC(C)(C)C(=O)NC1CCN(Cc2cccc(-c3ccc(F)c(F)c3)c2)CC1	-17%	-8%	-23%	-6%	14	.	-6%
C=C(C)CSc1nc2sc3c(c2c(=O)n1-c1ccccc1)CCC(C)C3 (stereo not given)	.	-6%	.	8%	23	.	.
COCCN1CCCCCC(O)c2cc(C(=O)NCC3CC3)ccc21 (stereo not given)	-10%	47%[activator]	-14%	6%	-3	?	i
Cc1ccc(N2CCN(C(=O)Cn3ncc4c([nH]c5ccc(C)cc54)c3=O)CC2)c(C)c1	.	-14%	.	1%	12	.	.
COC(=O)c1c(NC(=O)c2ccc(S(=O)(=O)N(C)C3CCCCC3)cc2)sc2c1CCN(C)C2	.	-23%	.	3%	10	.	.
Cc1ccc(S(=O)(=O)Nc2nc3c(s2)C[C@]2(C)CC[C@@H]4[C@H](OC(=O)[C@H]4C)[C@H]2[C@@H]3C)cc1	-21%	-14%	-23%	5%	-9	?	-2%
O=C(NCCc1ccccc1F)c1ccc2nnc(-c3ccc(Cl)cc3)n2c1	?	9%	?	-8%	14	.	i
CC(=O)N1C[C@@H](C(=O)N2CCN(c3ccccn3)CC2)[C@H](c2nc(C)no2)C1	i	-6%	2%	?	3	-5%	-4%
Fc1ccc(C2Cn3nnc(-c4nc(-c5ccc6c(c5)OCO6)no4)c3CO2)cc1 (stereo not given)	-5%	1%	-15%	8%	-28*	-20%	4%
CC(=O)Nc1cccc(OCc2nnc(C(=O)N3CCC[C@@H]3c3ccc(Br)cc3)n2Cc2ccccc2)c1	32µM*	-19%	22µM*	-12%	-11	-11%	0%
O=C(c1cnccn1)N1CCC2(CC1)CC(OCC1CC1)CCO2 (stereo not given)	14%	-10%	-3%	0%[12.5 µM]	-21	-2%	i
Cc1ccccc1Cn1cc(-c2ccncc2)cc1C(=O)NC1CC1	?	6%	?	7%	-8	1%	-1%
CC(C)CN1C(=O)c2cccn2CC1C(=O)NCCCc1ccccc1 (stereo not given)	i	-7%	-10%	6%	-1	8%	i
CCOC(=O)[C@@H]1[C@@H](OC)C(=O)N(C)C12CCN(C(=O)OCC(C)(C)C)CC2	-19%	.	?	.	8	.	.
CC(=O)Nc1ccc(Nc2nnc(-c3ccc(C)c(S(N)(=O)=O)c3)c3ccccc23)cc1	.	6%	.	6%	5	.	.
O=C(Cn1c(=O)n(-c2ccccc2)c(=O)c2ccc(C(=O)NCc3ccc4c(c3)OCO4)cc21)Nc1ccc(Br)cc1F	.	?	.	-6%	2	.	.
Cc1cc(C)c2c(c1)NC(=O)C2(O)c1c[nH]c2ccccc12 (stereo not given)	.	26%	.	-12%	28	.	.
